Platelet DG rel: modulates dense granule release in human platelets; actives 0.22% (n = 300,000); inhibition, %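 (compounds screened at 7.5 µM in platelet-rich plasma)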; AID 1663; human platelet-rich plasma, SFLLRN dense granule ATP release, luminescence;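 active = mean replicate score, as percent of positive control, at or above 50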
KCNQ1 act: potentiators or activators of human KCNQ1 potassium channel. AID 2648. actives 0.35% (n = 310,000). B-score at 10 µM. CHO-K1 KCNQ1, thallium flux FluxOR fluorescence; stronger effect = higher value. P51787;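 active = fluorescence ratio B-score, a plate-corrected score, at least three library SD, with initial intensity B-score within 5 SD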
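Assay system: CHO-K1 cells stably expressing KCNQ1. Medium: assay buffer for compound exposure, DMSO matched across wells. Timing: 37 °C overnight plating, 90-min dark dye load, 20-min compound pretreatment. Signal: kinetic FluxOR fluorescence, 10 s baseline plus 110 s post-stimulus.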
KCNK9 inh: inhibitors of human KCNK9 two-pore domain potassium channel; Q9NPC2; HEK293 KCNK9, FluxOR thallium flux fluorescence; stronger effect = lower value; B-score at 10 µM; actives 1.2% (n = 310,000);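 active = ratio B-score over 3 SD below the library mean, with starting fluorescence within 5 SD of its mean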;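 note: negative B-score means less thallium flux so channel inhibition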
Target sequence (Q9NPC2 whole entry, looked up, the tested form may be a part): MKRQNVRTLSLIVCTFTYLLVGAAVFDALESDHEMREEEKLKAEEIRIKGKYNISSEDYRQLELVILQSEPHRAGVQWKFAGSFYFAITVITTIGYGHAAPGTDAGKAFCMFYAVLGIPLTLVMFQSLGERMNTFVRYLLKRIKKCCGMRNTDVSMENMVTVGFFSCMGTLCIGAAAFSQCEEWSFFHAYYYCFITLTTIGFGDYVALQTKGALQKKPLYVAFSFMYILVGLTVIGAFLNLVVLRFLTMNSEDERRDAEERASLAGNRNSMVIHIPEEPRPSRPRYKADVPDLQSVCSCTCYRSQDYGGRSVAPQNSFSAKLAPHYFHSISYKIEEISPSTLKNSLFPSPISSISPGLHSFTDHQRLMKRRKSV
TRPC4 inh: inhibitors of mouse TRPC4 channel; Q9QUQ5; HEK293 TRPC4beta/mu-opioid, DAMGO-evoked Fluo4 calcium flux; stronger effect = lower value; B-score at 10 µM; actives 0.39% (n = 300,000); AID 2247;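 active = B-score over 3 SD under the library average, no early fluorescence shift, positive overall ratio signal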
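material = TRPC4beta/mu-opioid receptor HEK293 cell line | probe or stimulus = sequential submaximal and maximal DAMGO stimulation | compound dosing = one concentration per compound | measured by = Fluo4 Ca2+ flux fluorescence | evaluation = integrated fluorescence ratio relative to baseline, converted to per-well B score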
Dyrk1A ADPGlo: blocks rat Dyrk1A kinase activity | ADP-Glo luminescence, NFATc1 peptide | inhibition, % at 12.5 µM | actives 0.43% (n = 310,000) | AID 504441; in the data active = inhibition above about 50%;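 note: plate controls were vehicle with enzyme for no effect and no enzyme for full effect; many of its hits are not listed in these tables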
hERG protect: compounds protecting human hERG from proarrhythmic drug block; Q12809; CHO-hERG, FluxOR thallium flux, dofetilide IC70 present; activation (rescue from dofetilide block), less the hit threshold, % at 10 µM; actives 0.51% (n = 310,000);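 active = activation above the mean of controls blocked by dofetilide plus 5 SD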;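 note: thallium influx through hERG after potassium depolarization seen as dye fluorescence rise; in these data hits start at about 4.7%; inactives centre near -7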
KCNQ1 inh: human KCNQ1 channel inhibition; P51787; CHO-K1 KCNQ1, FluxOR thallium flux fluorescence; stronger effect = higher value; B-score at 10 µM; actives 1.3% (n = 310,000); AID 2642;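 active = compounds whose thallium flux B-score, printed positive for inhibition, exceeds three library SD while starting fluorescence stays within three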;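 note: channel opened by potassium depolarization with thallium stimulus after 20 min compound exposure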
TRPC4 agonist: TRPC4 (mouse) channel activation; HEK293 TRPC4beta/mu-opioid, Fluo4 calcium fluorescence; stronger effect = higher value; B-score at 10 µM; actives 0.49% (n = 310,000); AID 2237;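 active = B-score above 5 SD of library B-scores, and initial fluorescence ratio not above library mean plus 5 SD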;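 note: positive B-score marks a calcium rise read as TRPC4 activation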
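Assay system – TRPC4beta and mu-opioid receptor HEK293 stable cells · Measured by – Fluo4 fluorescence, kinetic · Schedule – dye loading 45 min room temperature, 110 s kinetic read · Read-out – B-scored integrated calcium fluorescence ratio · Controls – buffer and maximal DAMGO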
KCNK3 inh: human KCNK3 channel inhibition, primary screen; O14649; CHO-KCNK3 thallium flux, FluxOR fluorescence; stronger effect = lower value; B-score at 10 µM; actives 0.84% (n = 340,000);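 active = B-score under library mean minus 4 SD, starting fluorescence ratio at most library mean plus 5 SD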;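 note: more negative B-score means stronger inhibition of thallium flux through KCNK3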
Target sequence (O14649 whole entry, looked up): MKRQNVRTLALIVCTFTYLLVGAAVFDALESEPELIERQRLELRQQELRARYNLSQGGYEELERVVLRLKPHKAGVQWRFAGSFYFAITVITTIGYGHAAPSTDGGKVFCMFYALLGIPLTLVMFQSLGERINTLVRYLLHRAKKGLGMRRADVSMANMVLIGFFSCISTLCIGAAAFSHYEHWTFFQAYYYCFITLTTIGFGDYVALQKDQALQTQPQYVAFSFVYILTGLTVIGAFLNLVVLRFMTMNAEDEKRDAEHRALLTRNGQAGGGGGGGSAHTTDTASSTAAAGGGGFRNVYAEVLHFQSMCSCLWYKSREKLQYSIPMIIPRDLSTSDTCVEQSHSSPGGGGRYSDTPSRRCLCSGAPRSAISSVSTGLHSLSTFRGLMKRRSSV
TRPC4 potent: TRPC4 (mouse) allosteric potentiation. B-score at 10 µM. actives 0.42% (n = 310,000). Q9QUQ5. HEK293 TRPC4beta/mu-opioid, DAMGO EC20, Fluo-4 Ca2+ flux; stronger effect = higher value;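 active = B-score of calcium response area above 5 SD of library B-scores, with initial fluorescence ratio within 5 SD of library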;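 note: B-score of integrated fluorescence ratio over time as area under calcium response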
PolyA inhibitor: blocks polyadenylation in yeast reporter cells | S. cerevisiae SKY197-pL101 polyadenylation reporter, beta-gal luminescence; efflux-impaired pdr1/pdr3 knockout yeast; score 100 = 6 SD above DMSO | actives 0.02% (n = 300,000) | calls only at 12 µM;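 active = lowest replicate activity score at least 50, where 100 means six control SD above control mean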;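 note: yeast exposed to compound for 9 h at 30 °C; higher score means more reporter readthrough which indicates perturbed polyadenylation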
The depositor's hits bear a star; i = inactive; . = not tested or not shown.

Structure | Platelet DG rel | KCNQ1 act | KCNK9 inh | KCNQ1 inh | TRPC4 agonist | KCNK3 inh | hERG protect | TRPC4 inh | Dyrk1A ADPGlo | PolyA inhibitor | TRPC4 potent
COc1ccc(CN(CCCN2CCOCC2)C(=O)Nc2cccc(Cl)c2)cc1OC | -2 | i | i | i | i | i | -13 | i | -2 | i | i
O=C(Nc1ccc(NC(=O)C23CC4CC(CC(C4)C2)C3)cn1)c1ccco1 | -8 | i | i | i | i | i | -9 | i | -11 | i | i
O=CN1Cc2[nH]c3ccccc3c2N(c2ccc(Cl)cc2)C1=O | 0 | i | i | i | i | i | -10 | i | 8 | i | i
O=C(NCc1cccnc1)C1c2ccccc2C(=O)N1C1CCCCCCC1 (centres undefined) | 1 | i | i | i | i | i | -4 | i | 1 | i | i
Cc1cc(C(=O)O)c(CSc2ncn[nH]2)o1 | 1 | i | i | i | i | i | 0 | i | 2 | i | i
Cc1cc(C)nc(SCNC(=O)c2ccccc2)n1 | 11 | i | i | i | i | i | -7 | i | 1 | i | i
Cc1sc2nc(C3CC3)nc(N3CCN(S(=O)(=O)c4ccc(F)cc4)CC3)c2c1C | -1 | i | i | i | i | i | -14 | i | 2 | i | i
CN(CCOCCOc1ccc(Cl)cc1Br)Cc1ccccc1 | 2 | i | i | i | i | i | -14 | i | -2 | i | i
O=c1[nH]cnc2c1oc1ccccc12 | 0 | i | i | i | i | i | -6 | i | 0 | i | i
Cc1noc(C)c1C(c1ccccc1)S(=O)(=O)c1ccccc1 (centres undefined) | 11 | i | i | i | i | i | -5 | i | -3 | i | i
COC(=O)c1ccc(NC(=O)CN2CCN(S(=O)(=O)c3cc(Cl)ccc3OC)CC2)cc1 | -39 | i | i | i | i | i | -10 | i | 2 | i | i
N/C(Cc1cccc2ccccc12)=N\OC(=O)COc1ccccc1 | 7 | i | i | i | i | i | -8 | i | -2 | i | i
COc1ccc(NC(=O)N2CCCCCC2)cc1 | -3 | i | i | i | i | i | -12 | i | . | i | i
C=CS(=O)(=O)c1sc(Cl)c(N2CCOCC2)c1[N+](=O)[O-] | -6 | 11* | i | i | i | -9* | -1 | -6* | . | i | i
Cc1ccnc(NC(=O)c2ccccc2NC(=O)C(C)(C)C)c1 | 2 | i | i | i | i | i | -3 | i | -7 | i | i
Cn1c(=O)c2c(nc(N3CCOCC3)n2C)n(C)c1=O | 2 | i | i | i | i | i | -6 | i | 1 | i | i
Cc1ccc(NS(=O)(=O)c2ccc3c(c2)NC(=O)CCS3)cc1F | -6 | i | i | i | i | i | -5 | i | 4 | i | i
Cc1onc(-c2c(Cl)cccc2Cl)c1-c1nnc(-c2ccc(Cl)cc2)o1 | -6 | i | i | i | i | i | -4 | i | 5 | i | i
CCOC(=O)CC1C(=O)NCCN1S(=O)(=O)c1ccc(Br)cc1 (centres undefined) | 0 | i | i | i | i | i | -2 | i | 2 | i | i
O=C(Cc1ccc([N+](=O)[O-])cc1)NC1CCCCCC1 | 0 | i | i | i | i | i | -5 | i | -3 | i | i
CCOC(=O)c1sc(NC(=O)COC(=O)c2ccco2)nc1C | 5 | i | i | i | i | i | -6 | i | 7 | i | i
CCOc1ccc(NC(=O)NNC(=O)c2cccnc2)cc1 | -10 | i | i | i | i | i | -3 | i | -4 | i | i
O=P(C1=C(N2CCOCC2)/C(=C\c2ccccc2)CC1)(N1CCOCC1)N1CCOCC1 | 7 | i | i | i | i | i | 3 | i | 2 | i | i
Cc1[nH]nc(-c2ccc(O)cc2O)c1Oc1ccccc1 | 5 | i | i | i | i | i | -13 | i | 4 | i | i
Cc1cccc(NC(=O)Cn2cnc3c(oc4ccccc43)c2=O)c1C | -12 | i | i | i | i | i | -5 | i | 6 | i | i
Brc1ccc(OCc2nc(-c3ccccn3)n[nH]2)cc1 | 1 | i | i | i | i | i | -5 | i | 2 | i | i
CSc1ncccc1C(=O)OCc1ccccc1F | -19 | i | i | i | i | i | -10 | i | 10 | i | i
Cc1nc2ccccc2c(=O)n1/N=C/c1ccc(O)cc1O | 0 | i | i | i | i | i | -12 | i | 6 | i | i
Cc1ccc(CNc2c(C=O)c(=O)[nH]c3ccccc23)cc1 | 5 | i | i | i | i | i | -4 | i | 7 | i | i
O=C(Cc1ccc(Cl)cc1)Nc1ccc(NC(=O)c2cccs2)cc1 | -2 | i | i | i | i | i | -6 | i | 2 | i | i

The final 3 compounds of the part before lead into the next.
Structure | Platelet DG rel | KCNQ1 act | KCNK9 inh | KCNQ1 inh | TRPC4 agonist | KCNK3 inh | hERG protect | TRPC4 inh | Dyrk1A ADPGlo | PolyA inhibitor | TRPC4 potent
Cc1nc2ccccc2c(=O)n1/N=C/c1ccc(O)cc1O | 0 | i | i | i | i | i | -12 | i | 6 | i | i
Cc1ccc(CNc2c(C=O)c(=O)[nH]c3ccccc23)cc1 | 5 | i | i | i | i | i | -4 | i | 7 | i | i
O=C(Cc1ccc(Cl)cc1)Nc1ccc(NC(=O)c2cccs2)cc1 | -2 | i | i | i | i | i | -6 | i | 2 | i | i
COc1ccc(OC(C)C(=O)N2CCC(C)CC2)cc1 (centres undefined) | -1 | i | i | i | i | i | -10 | i | -6 | i | i
COc1ccc(OC)c(-n2c(Cn3c(-c4ccccn4)nc4ccccc43)n[nH]c2=S)c1 | -5 | i | i | i | i | i | -10 | i | 1 | i | i
CN(C)S(=O)(=O)N1CCC(Oc2ccc(C(=O)NCC(C)(C)CO)cc2)CC1 | 8 | i | i | i | i | i | -12 | i | -2 | i | i
CC1=C(CC[C@@H](C)CO)OC2CC3C4CCC5CC(O)CCC5(C)C4CC(=O)C3(C)C12 (some centres undefined) | -5 | i | i | i | i | i | -30 | i | -4 | i | i
CC(C)(C)NC(=O)C1CCN(S(=O)(=O)c2cccc3nsnc23)CC1 | 14 | i | i | i | i | i | -6 | i | 3 | i | i
COc1ccc(CCN(C)C(=O)c2cc(=O)c3ccccc3o2)cc1OC | -2 | i | i | i | i | i | -8 | i | 0 | i | i
O=C(O)c1ccc(C(=O)O)c(C(=O)c2ccccc2)c1 | -6 | i | i | i | i | i | -10 | i | 2 | i | i
CCCCC(=O)Nc1cccc(NC(=O)c2cccc([N+](=O)[O-])c2)c1 | 4 | i | i | i | i | i | -9 | i | -1 | i | i
CCCCNC(=O)c1cnc2n(c1=O)CCS2 | -3 | i | i | i | i | i | -3 | i | -7 | i | i
COc1ccc(NC(=O)CSc2nncn2C)cc1 | 0 | i | i | i | i | i | -1 | i | -7 | i | i
CC(C)(C)c1cc(NC(=O)c2ccco2)n(-c2ccccc2)n1 | 0 | i | i | i | i | i | -9 | i | -3 | i | i
O=C(c1cn[nH]c1)c1cc(F)ccc1O | -4 | i | i | i | i | i | -2 | i | 9 | i | i
Cc1cccc(C)c1OCc1cc(C(=O)NCc2cn(C)nc2C)no1 | 15 | i | i | i | i | i | -5 | i | -1 | i | i
Nc1cccc(Oc2ccc([N+](=O)[O-])cc2)c1 | -6 | i | i | i | i | i | -3 | i | -3 | i | i
COCCCNC(=O)c1c(N)n(-c2ccc3c(c2)OCO3)c2nc3ccccc3nc12 | -2 | i | i | i | i | i | -4 | i | -1 | i | i
Cn1c(SCC(=O)Nc2cc([N+](=O)[O-])ccc2F)nnc1C(F)(F)F | -5 | i | i | i | i | i | -1 | i | 6 | i | i
Cc1cc(C(=O)CCC(=O)N2CCN(S(=O)(=O)c3ccccc3)CC2)c(C)s1 | 2 | i | i | i | i | i | -11 | i | -2 | i | i
CCCc1[nH]c2ccc(C#N)cc2c1CCC | 8 | i | i | i | i | i | -8 | i | -3 | i | i
Cc1ccc(CCNC(=O)c2nn(C)c3c2CS(=O)(=O)c2ccccc2-3)cc1 | -10 | i | i | i | i | i | -9 | i | 2 | i | i
O=C(NCc1ccncc1)c1cc2ccccc2nc1Cl | 1 | i | i | i | i | i | -5 | i | 0 | i | i
Cc1ccc(S(=O)(=O)N(CC(=O)N2CCC(C(N)=O)CC2)c2cccc(C(F)(F)F)c2)cc1 | -21 | i | i | i | i | i | -3 | i | -9 | i | i
Cc1ccc(S(=O)(=O)c2cc3c(=O)n4ccccc4nc3n(C3CCCC3)c2=N)cc1 | -23 | i | i | i | i | i | -5 | i | 11 | i | i
O=C(Cn1nnc(-c2ccccc2)n1)N1CCN(S(=O)(=O)c2ccc(Cl)cc2)CC1 | 3 | i | i | i | i | i | -3 | i | -2 | i | i
CC(C)CN(C(=O)COC(=O)C1=COCCO1)c1c(N)n(Cc2ccccc2)c(=O)[nH]c1=O | 1 | i | i | i | i | i | -20 | i | -2 | i | i
CCOC(=O)C1CCCN(S(=O)(=O)CCNC(=O)c2ccc3c(c2)OCO3)C1 (centres undefined) | 8 | i | i | i | i | i | -14 | i | -3 | i | i
CC(C)(C)OC(=O)N[C@@H](COCc1ccccc1)C(=O)N[C@@H](CO)[C@H](O)[C@@H]1C[C@@H]1C(=O)N1CCCC1 | -5 | i | i | i | i | i | -6 | i | -2 | i | i
CC(C)c1ccc(OCc2ccc(C(=O)NN3CCN(C)CC3)o2)cc1 | 0 | i | i | i | i | i | -6 | i | -1 | i | i
Cc1cccc(Nc2nnc(SCC(=O)N(C)C3CCS(=O)(=O)C3)s2)c1C (centres undefined) | -16 | i | i | i | i | i | -3 | i | -3 | i | i
CC(=O)NCCn1c(SCc2ccc(C)cc2C)nc2ccccc2c1=O | -2 | i | i | i | i | i | -20 | i | -1 | i | i
CC1=CSC2=NC(=O)/C(=C\c3cccn3-c3ccc([N+](=O)[O-])cc3)C(=N)N12 | 14 | i | i | i | i | i | -2 | i | -4 | i | i
Cc1cc(C)c(NC(=O)/C(=C/c2ccccc2)c2ccccc2)c(C)c1 | -1 | i | i | i | i | i | -4 | i | -2 | i | i

Assay outcomes deposited in PubChem BioAssay by several laboratories.

These rows are one share of the data; count on the stated rates, not on these rows.
